# IkB sig inh: IkB pathway inhibition in ABC-DLBCL cells; 110,000 compounds, 0.04% hits; ABC-DLBCL IkBa-CBG/CBR dual luciferase ratio, 4 h; response scale: scaled: untreated 0%, proteasome inhibitor 100%; Potency, µM (top dose mostly 57.1 µM), for the others: at the highest dose IkBa stabilization activation; active means well fitted curve in the direction sought with a large enough effect in the signal ratio, not every such curve was filed as active; inconclusive means small, poorly fitted or top-dose-only effect, or a change in a side signal; the % refers to the signal ratio;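 further: the direction sought is a rising ratio; 0% = basal untreated cells and 100% = reference inhibitor full response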
#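 In this assay, an IκBα–CBG68 fusion accumulates when IKK-driven degradation is blocked; native CBR normalizes for cell number. OCI-Ly3 cells were treated 4 h with compound and doxycycline, then green and red light read after Chroma-Glo addition.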
# p53ts 39C tox: p53ts cell cytotoxicity, nonpermissive temperature | Potency, µM (titrated, usually from 46.1 µM), for the others: top-dose activity change, negative = cell killing, most hits filed as cytotoxic | 130,000 compounds, 1.5% hits | H1299-p53A138V viability at 39C, ATP luminescence, 24 h; further: nearly all actives have a fitted effect of over 55% in size
# Imprint erasure: induces erasure of genomic imprints in mouse ES cells | 110,000 compounds, 0.02% hits | AID 1948 | mouse ES Peg3-LacZ reporter, beta-gal luminescence, 40 h | Potency, µM (top dose mostly 60.7 µM), without a hit: top-dose activity change, positive = activation, usual class: activators;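 further: 0% = negative control wells on the plate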
#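 Gelatin-coated wells received 300 freshly trypsinized female ES cells with a Peg3LacZ-Neo reporter on the maternal allele, then incubated 40 hours at 37C. BetaGlo was added for 5 minutes at room temperature before a single luminescence read.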
# p53ts 32C tox: p53ts cell cytotoxicity, permissive temperature; H1299-p53A138V at 32C, ATP luminescence viability, 24 h; Potency, µM (series often up to 46.1 µM), inactives show at the highest dose activity change, negative = cytotoxicity, actives largely listed as cytotoxic; 130,000 compounds, 0.93% hits;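 further: 0% = DMSO and -100% = full killing by reference compound; nearly all actives have a fitted effect of over 55% in size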
#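 H1299-p53 A138V cells (temperature-sensitive p53) exposed 24 h to up to 46 uM compound at 32C, where p53 is wild-type in conformation. Viability read as ATP luminescence and normalised to DMSO and 100 uM tamoxifen. AC50 fitted with the Hill equation.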
# Active calls of the source: *; ? = inconclusive; nt = not tested or not shown; [ ] = dose if it differs, or a comment. Unless noted, the call rests on the fitted dose curve; in most records, active means well fitted curve in the direction sought with a large enough effect; inconclusive means small, poorly fitted or top-dose-only effect, or another doubt; inactive means no such curve, though single readings can be large; an effect the other way counts as inactive or inconclusive. Unless noted, on the % scale 0 is the no-effect control and ±100 the full control effect; potency means the concentration at half of the fitted maximal effect.
# Below each SMILES: IkB sig inh	p53ts 39C tox	Imprint erasure	p53ts 32C tox
COc1cccc(-n2cc(C(=O)OCc3ccc(F)c(F)c3)c3ccccc3c2=O)c1
  0.0%	?	-5%[10.9 µM]	-4%
CCOc1cc(CNCC2CCCO2)cc(Br)c1OCC(N)=O (stereo unspecified)
  0.1%	-1%	-4%	-2%
O=C(CSCc1ccc(F)cc1)N1CCc2c([nH]c3ccccc23)C1c1ccccc1 (stereo unspecified)
  ?	19%	-5%[10.9 µM]	26%
O=C(CCCc1ccccc1)NC1CC(=O)N(c2ccc(F)cc2)C1 (stereo unspecified)
  0.9%	11%	-5%[10.9 µM]	-5%
CCC(=O)Nc1sc2c(c1C(=O)Nc1ccccc1C)CCC(C)C2 (stereo unspecified)
  -0.6%	?	-3%[10.9 µM]	0%
CCC(Sc1ccc(C(=O)O)cc1)C(=O)O (stereo unspecified)
  3.3%	9%	-8%	6%
CCn1nnc2cc(C(=O)Nc3cccc(C(F)(F)F)c3)ccc21
  -2.4%	12%	-4%[10.9 µM]	-20%
O=C(NNC(=S)NC(=O)c1ccccc1[N+](=O)[O-])c1ccccc1
  nt	-18%	nt	-9%
CCCOc1ccc(C2=NC(c3ccc(F)cc3)=Nc3ccc(OC)cc3N2)cc1
  ?	-17%	-15%[10.9 µM]	6%
Cc1ccc(OCCCCn2c(CCNC(=O)C(C)(C)C)nc3ccccc32)cc1
  ?	-11%	2%[10.9 µM]	12%
Cc1nnc(NC(=O)CSc2nnc(CNC(=O)c3ccccc3)n2-c2ccccc2)s1
  1.6%	7%	-7%	-12%
CCC(CC)C(=O)NCCc1ccc(S(N)(=O)=O)cc1
  -0.2%	5%	-5%	4%
CCC(C)NC(=O)CC(c1ccc(OC)cc1)n1cccc1 (stereo unspecified)
  1.4%	-1%	-1%	-3%
CCCC(=O)Nc1cc(C)c2c(=O)oc3ccccc3c2n1
  -3.2%	?	6%	-7%
Cc1ccn2c(Nc3ccc(C(C)C)cc3)c(-c3cccnc3)nc2c1
  ?	25µM*	-11%[10.9 µM]	-1%
CCc1cc2c(cc3c(=O)n(CCCC(=O)NCc4cccc(Cl)c4)ncn32)s1
  ?	?	-11%[10.9 µM]	-14%
Cc1cccc(-c2noc(CNC(=O)c3ccccc3Br)n2)c1
  -1.7%	11%	-8%[10.9 µM]	-7%
COC(=O)Cc1cc(=O)[nH]c(/N=C(/NC(=O)c2ccccc2)Nc2ccccc2C)n1
  0.6%	-8%	3%	4%
CN1CCN(c2nc3c(S(=O)(=O)c4ccc(Br)cc4)nnn3c3ccsc23)CC1
  -1.3%	12%	-14%[10.9 µM]	5%
O=C(Cn1c(=O)oc2ccccc21)Nc1ccc(C(=O)O)cc1
  -0.8%	27%	1%[10.9 µM]	2%

# Below each SMILES: IkB sig inh	p53ts 39C tox	Imprint erasure	p53ts 32C tox
CN=C1SC(CC(=O)Nc2ccccc2F)C(=O)N1C (stereo unspecified)
  -0.5%	-8%	-4%	6%
O=C(CSc1ccc2nnc(-c3ccccn3)n2n1)Nc1ccc2c(c1)OCCO2
  -1.3%	12%	-9%	-8%
CCOCCc1nn2c(=O)cc(COC(=O)c3ccc(NC(=O)C(C)(C)C)cc3)nc2s1
  ?	-8%	5%[10.9 µM]	-6%
Cc1ccc(C)c(CN2CCCN(Cc3ccccc3C)S2(=O)=O)c1
  ?	-11%	-5%[10.9 µM]	-7%
COCCn1c(C)cc(C(=O)CSc2nc3ccccc3o2)c1C
  4.7%	-17%	-5%	-17%
CCOC(=O)CSc1nnc(CNC(=O)c2ccc(OC)cc2)n1C1CCCCC1
  -0.5%	-5%	-1%	3%
CCc1ccc(NS(=O)(=O)c2ccc3[nH]c4c(c3c2)CCCCCC4)cc1
  4.4%	20µM*	-14%[10.9 µM]	11%
Cc1ccc(Cl)c2c1N[C@@H](c1ccc(C(=O)O)cc1)[C@H]1CC=C[C@@H]21
  ?	12%	-10%[10.9 µM]	1%
Fc1cccc(-n2c(-c3ccco3)nc3nc4ccccc4nc32)c1
  -0.8%	4%	1%	-19%
COc1ccc(/C(O)=C2\C(=O)C(=O)N(CCN(C)C)C2c2cc(OC)c(OC)c(OC)c2)c(C)c1 (stereo unspecified)
  0.5%	0%	-4%	6%
CCC(=O)Nc1ccc(S(=O)(=O)Nc2cccc(C)c2)cc1OC
  -2.9%	11%	-15%	8%
Cc1cccc(N2CCN(C(=O)c3ccc4c(c3)N(Cc3cccc(Cl)c3)C(=O)c3ccccc3S4=O)CC2)c1C (stereo unspecified)
  -0.6%	44%	-17%[10.9 µM]	18%
COc1ccc(CCNC(=O)CSc2nc(O)c(C(C)C)c(=O)[nH]2)cc1OC
  nt	9%	nt	0%
Cc1cc(C)c2oc(-c3cccc(NC(=O)COc4ccc([N+](=O)[O-])cc4)c3)nc2c1
  -1.9%	-5%	-9%[10.9 µM]	1%
O=C(Nc1ccccc1)N1CCN(Cc2ccc3c(c2)OCO3)CC1
  0.7%	7%	-16%	-6%
COc1cc2c(cc1OC)C(COc1ccc(F)cc1)N(C(=O)c1ccco1)CC2 (stereo unspecified)
  2.1%	2%	0%	-1%
Cc1cc(C)n(C(C)CC(=O)Nc2cccc(C(F)(F)F)c2)n1 (stereo unspecified)
  1.4%	-2%	-3%[10.9 µM]	-4%
CC1CCN(S(=O)(=O)c2ccc3c(c2)N(C)C(=O)CC(=O)N3C)CC1
  -1.2%	-6%	-2%[10.9 µM]	0%
CCOc1ccc(NC(=O)Cn2cc(C(=O)c3ccccc3)c(=O)c3cc4c(cc32)OCCO4)cc1
  0.3%	-15%	-8%[10.9 µM]	-6%
CC(=O)N1CCC2(CC1)CCN(c1ncccn1)CC2
  1.6%[11.4 µM]	-4%	nt	-2%

# Below each SMILES: IkB sig inh	p53ts 39C tox	Imprint erasure	p53ts 32C tox
COc1ccc2c(c1)c1c(c(=O)n(Cc3ccccc3)c(=O)n1CC(=O)NCc1ccc(C)cc1)n2C
  0.5%	20%	?	1%
COc1ccccc1N1CCN(CC(=O)c2c(C)[nH]c3ccccc23)CC1
  -0.4%	3%	-11%	2%
CC1(C)CC(=O)C2=C(C1)Nc1ccccc1N=C2
  1.1%	-26%	-20%	-26%
CCOC(=O)C1(C)C=C(Nc2cccc(C)c2)C(=O)N1c1ccccc1 (stereo unspecified)
  ?	-22%	-7%[10.9 µM]	-4%
CCn1c(=N)c(C(=O)NC)cc2c(=O)n3cccc(C)c3nc21
  2.8%	-7%	?	-7%
CC1(C)C(=O)OC(c2cccs2)C(C)(C)C1=O (stereo unspecified)
  -0.4%	10%	-1%	24%
CC1(C)CC(OC(=O)c2ccco2)CC(C)(C)N1O
  0.3%	13%	-6%	6%
CCOC(=O)Cn1c(C(F)(F)F)nc2nc(Cl)c(Cl)nc21
  3.1%[11.4 µM]	8%[9.22 µM]	0%[10.9 µM]	1%[9.22 µM]
CCOC(=O)CN1CC23C=CC(O2)C(C(=O)NCc2cccs2)C3C1=O (stereo unspecified)
  -1.8%	-5%	-7%	-5%
O=C(c1ccccc1)N1CCN(CC#CC2(O)CCCCC2)CC1
  2.7%	-6%	nt	21%
CC1=C(C(=O)OCC2CCCCC2)C(c2cccc(F)c2F)CC(=O)N1 (stereo unspecified)
  1.6%	-8%	-9%[10.9 µM]	2%
COc1ccc(NC(=O)c2c(NCc3sccc3C)sc3c2CCCCC3)c(OC)c1
  1.7%	5%	-13%[10.9 µM]	23%
Cc1c(C(=O)N2CCCC2)oc2c1-c1nn(CC(=O)NCc3ccccc3F)cc1CC2
  -1.4%	0%	-14%[10.9 µM]	9%
COc1ccc(C2c3c(oc4ccc(C)cc4c3=O)C(=O)N2c2cc(C)ccn2)cc1OC (stereo unspecified)
  2.2%	1%	-10%	10%
CCN1CCN(CCNC(=O)CS(=O)(=O)Cc2nc(-c3ccc(C)cc3)oc2C)CC1
  3.4%	2%	-15%	3%
COc1ccc(C2CC(c3c(O)cc(C)oc3=O)=NCCS2)c(OC)c1 (stereo unspecified)
  -1.4%	2.5µM*	-17%	4µM*
CCc1ccc(S(=O)(=O)NCc2cccn2Cc2cccc(C)c2)cc1
  ?	?	-8%[10.9 µM]	8%
CCOC(=O)C1C(=O)NC(N2CCCCC2)=NC1C(C)C (stereo unspecified)
  1.2%	17%	-2%	5%
COc1ccccc1Nc1ncnc2c1nc1n2CCCC1
  -2.8%	-10%	-13%[10.9 µM]	-14%
O=C(c1ccco1)N1CCC(c2nc(-c3ccc(F)cc3)no2)CC1
  1.2%	4%	-2%	6%

# Below each SMILES: IkB sig inh	p53ts 39C tox	Imprint erasure	p53ts 32C tox
CNC(=O)c1cc2cccc(OC)c2oc1=O
  1.2%	5%	4%	6%
CNC(=O)c1cc2cc(OC)ccc2oc1=N
  -1.6%	-5%	-5%	2%
COc1ccc(-c2nc3sc(CCNC(=O)Cc4ccc(Cl)cc4)c(C)n3n2)cc1
  ?	-28%	8%[10.9 µM]	2%
COC(=O)CSc1nnc(-c2ccoc2C)n1-c1ccc(C)cc1
  -0.1%	0%	-5%	-4%
CCOc1ccccc1NC(=O)c1nc(SC(C)C)ncc1Cl
  ?	-24%	-7%[10.9 µM]	-1%
FC(F)(F)c1ccccc1-c1nc(NCCN2CCOCC2)c2ccccc2n1
  -0.5%[11.4 µM]	5%	2%	9%
COC(=O)c1cn(NC(=O)C2COc3ccccc3O2)c(=O)c2ccccc12 (stereo unspecified)
  0.1%	10%	-11%	30%
COc1ccc(-n2c(=O)c(-c3ccccc3)nc3cnc(N4CCNCC4)nc32)cc1
  -2.8%[11.4 µM]	-6%	-7%	-5%
CCOc1ccccc1NC(=O)CN(Cc1ccccc1)S(C)(=O)=O
  2.3%	-2%	-1%	-1%
CC(C)C(=O)NC(=O)C1CCCN1C(=O)/C=C/c1ccccc1 (stereo unspecified)
  nt	-18%[9.22 µM]	nt	2%[9.22 µM]
COc1ccc(Cn2ccc3nc(C)c(C(=O)Nc4ccc(C)c(F)c4)cc3c2=O)cc1
  1.7%	-17%	-8%[10.9 µM]	-5%
C[C@@H](C(=O)NCC1CC1)[C@@H]1C[C@@]1(C)[C@@H](NC(=O)OCc1ccccc1)c1ccccc1
  nt	6%	-13%	10%
O=C(CSc1nc2ccccc2[nH]1)c1ccc2c(c1)OCO2
  ?	14%	-18%	0%
O=C(O)CN1C(=O)CC(Cc2ccc(Cl)cc2)C1=O (stereo unspecified)
  0.5%	-1%	1%	4%
N#CC1=C(N)Oc2n[nH]c(-c3ccc(F)cc3)c2C1c1ccncc1 (stereo unspecified)
  0.6%	6%	-1%	-13%
CC1(C)C(C=C(Cl)Cl)C1C(=O)N1CCN(c2ccccc2)CC1 (stereo unspecified)
  ?	-5%	2%	-6%
COc1ccc2cc3cc(C(=O)NCc4ccc5c(c4)OCO5)oc3nc2c1
  -0.2%	-9%	-4%	-4%
CCCS(=O)(=O)N1CCC(C(=O)NCCOC)CC1
  -0.9%	-23%	24%[10.9 µM]	-5%
CC(Sc1nc(NCc2ccccc2)nc(N2CCOCC2)n1)C(=O)Nc1ccccc1 (stereo unspecified)
  1.6%	2%	-8%	-2%
CCCc1nnc(NC(=O)CCC(=O)N2CCN(CCOc3ccc(C)cc3)CC2)s1
  -3.1%	0%	-23%	0%
COC(=O)/C=C\c1cc(O)ccc1O
  ?	?	-91%[inhibitor]	?
COc1cc2cc(C(c3nnnn3C(C)(C)C)N3CCc4ccccc43)c(=O)[nH]c2cc1OC (stereo unspecified)
  4.9%	12%	-9%	21%
COc1ccccc1NC(=O)c1c(C)cc(C)nc1SCC(=O)Nc1cccc(C)c1
  2.8%	-9%	-5%[10.9 µM]	?

# Entries of single compounds from above:
# CCCc1nnc(NC(=O)CCC(=O)N2CCN(CCOc3ccc(C)cc3)CC2)s1 in the list: IkB sig inh = -3.1%; p53ts 39C tox = 0%; Imprint erasure = -23%; p53ts 32C tox = 0%
# COc1ccc(Cn2ccc3nc(C)c(C(=O)Nc4ccc(C)c(F)c4)cc3c2=O)cc1 in the list: IkB sig inh = 1.7%; p53ts 39C tox = -17%; Imprint erasure = -8%[10.9 µM]; p53ts 32C tox = -5%

# Screens deposited in PubChem by National Center for Advancing Translational Sciences (NCATS).
